Screens: PubChem BioAssay, several laboratories
Pf gamet viab = inhibitors of late stage P. falciparum gametocyte viability; P. falciparum stage V gametocytes, ATP luminescence, 24 h; inhibition, % at 10.9 µM; hit rate 0.065% among 150,000; AID 743093;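 active means inhibition above the mean plus 3 SD of compounds within the control limits, set per campaign, cut at about 38% in these data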;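 further: 0% = DMSO wells and 100% = medium only without gametocytes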
Rab2A wt mod = changes GTP binding to wildtype dog Rab2A, up or down. GTP binding activity, % at 10 µM. hit rate 0.19% among 190,000. GST-Rab2 wt beads, Bodipy-GTP binding, flow cytometry. P61105;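 active means GTP binding activity at least 20 points away from 100%, either lowered or raised; inconclusive means signal likely due to the compound's own green fluorescence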;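 further: 0% = beads with excess unlabeled GTP and 100% = no-compound control corrected for plate trend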
Mcl1-Bid inh = disrupts binding of human Mcl-1 to Bid peptide. Q07820. TR-FRET Mcl-1/Bid-Dy647 peptide binding, 1536-well. inhibition, % at 21.7 µM. hit rate 0.97% among 220,000;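 active means compounds that cut the binding signal by more than half at the single screening dose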;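 further: His-tagged Mcl-1 with europium anti-His antibody binding Bid BH3 peptide; 0% = Mcl-1 plus peptide wells and 100% = peptide-only wells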
Target sequence (Q07820 whole entry, looked up): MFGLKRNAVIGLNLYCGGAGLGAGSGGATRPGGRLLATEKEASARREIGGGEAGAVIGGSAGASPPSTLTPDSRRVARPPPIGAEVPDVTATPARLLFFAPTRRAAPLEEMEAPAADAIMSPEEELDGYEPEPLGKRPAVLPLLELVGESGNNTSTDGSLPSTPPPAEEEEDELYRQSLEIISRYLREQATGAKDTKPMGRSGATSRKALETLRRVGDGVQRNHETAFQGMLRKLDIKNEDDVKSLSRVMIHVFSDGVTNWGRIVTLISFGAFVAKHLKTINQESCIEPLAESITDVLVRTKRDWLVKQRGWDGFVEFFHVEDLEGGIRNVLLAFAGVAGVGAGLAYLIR
Mcl-1 Bim block = inhibitors of Bim-Mcl-1 interaction, human; Bead-based flow cytometry, Bim peptide-Mcl-1 binding; Q07820; hit rate 0.1% among 190,000; inhibition, % at 10 µM; in the data active means inhibition above about 40%;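 further: 0% = no compound tracer wells and 100% = peptide blocker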
HRas wt GTP = changes GTP binding to wildtype human HRas; GST-Ras wt beads, Bodipy-FL-GTP binding, flow cytometry; actives lie on both sides; AID 759; hit rate 0.14% among 190,000; GTP binding activity, % at 10 µM;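 active means GTP binding activity at least 20% away from the 100% baseline, either lowered as inhibitor or raised as activator; inconclusive means flagged as likely green fluorescent, judged across all proteins in the well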;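 further: 0% = unlabeled GTP competition control and 100% = no-compound control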
Target sequence (P01112 whole entry, looked up): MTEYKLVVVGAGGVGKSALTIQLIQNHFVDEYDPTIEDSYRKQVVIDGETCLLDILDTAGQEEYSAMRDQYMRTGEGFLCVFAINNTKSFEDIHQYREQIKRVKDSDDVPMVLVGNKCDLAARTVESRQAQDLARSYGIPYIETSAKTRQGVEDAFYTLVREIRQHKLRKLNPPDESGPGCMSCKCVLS
Rab7 wt modul = modulators of GTP binding to dog Rab7 wildtype GTPase; GTP binding activity (percent of control), % at 10 µM; hit rate 0.055% among 190,000; GST-Rab7 beads, fluorescent GTP binding, flow cytometry; actives lie on both sides; untreated = 100%, excess cold GTP = 0%;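 active means fluorescent GTP binding to Rab7 beads changed by at least 20 points from the 100% baseline, either direction, mostly lower; inconclusive means compound itself probably fluorescent, or too few beads counted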;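 further: median green fluorescence of bound Bodipy-FL-GTP per Rab7 bead population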
Mcl1 Noxa PPI = disrupts binding of human Mcl-1 to Noxa peptide; TR-FRET Mcl-1/Noxa peptide binding, 2 h; inhibition, % at 21.7 µM; hit rate 1.5% among 220,000;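 active means compounds that cut the protein-peptide binding signal by more than 50% relative to plate controls in a single-dose test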;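 further: His-tagged Mcl-1 with rhodamine Noxa BH3 peptide and terbium anti-His antibody; 0% = Mcl-1 plus Noxa peptide wells and 100% = peptide-only wells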
RGS8-Gao reg = regulators of human RGS8-Galphao interaction | multiplexed bead flow cytometry, RGS8-Galphao binding; actives lie on both sides | response (percent of control binding), % at 10 µM | hit rate 0.34% among 220,000 | AID 1423 | P09471; in the data active means response below about 60% or above about 140%; inactive means in between;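 further: Galphao activated as the GDP aluminium fluoride complex binding bead-coupled RGS8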
Rac1 wt GTP bind = human Rac1 wildtype GTP binding, inhibitors and activators; P63000; GST-Rac1 beads, fluorescent GTP binding, flow cytometry; actives lie on both sides; 0 = cold GTP competed, 100 = untreated; GTP binding activity (% of control), % at 10 µM; hit rate 0.27% among 190,000;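 active means GTP binding activity at least 20 points away from the 100% control level, either lower or higher; inconclusive means compound flagged as likely green fluorescent, judged across all proteins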
Cdc42 wt = changes GTP binding to wildtype human Cdc42 | GST-Cdc42 beads, Bodipy-GTP binding, flow cytometry; actives lie on both sides | percent activity (GTP binding), % at 10 µM | hit rate 0.2% among 190,000 | AID 761;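 active means percent activity GTP binding at least 20 points away from the 100% baseline, either down as inhibitor or up as activator; inconclusive means compound flagged as likely green fluorescent from well-wide comparison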;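 further: median bead fluorescence of bound Bodipy-FL-GTP at 100 nM; 0% = excess unlabeled GTP control and 100% = no compound control; below 100% means less GTP binding so inhibitor and above means activator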
Target sequence (P60953 whole entry, looked up): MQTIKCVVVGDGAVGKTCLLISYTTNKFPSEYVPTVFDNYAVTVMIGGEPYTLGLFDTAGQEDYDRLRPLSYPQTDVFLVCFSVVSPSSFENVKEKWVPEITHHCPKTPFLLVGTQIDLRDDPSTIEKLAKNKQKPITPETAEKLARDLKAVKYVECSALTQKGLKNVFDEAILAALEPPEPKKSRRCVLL
Rac1 mut GTP = human Rac1 activated mutant GTP binding change; GST-Rac1 activated beads, fluorescent GTP binding, flow cytometry; actives lie on both sides; 100% means binding = to untreated wells; percent activity (GTP binding), % at 10 µM; hit rate 0.11% among 190,000; AID 764;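 active means GTP binding at least 20 percentage points away from the 100% baseline, in either direction, so actives lie on both sides; inconclusive means Compound likely fluorescent itself, or too few beads counted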
Starred values were filed as active, the others as inactive; u = inconclusive; x = not tested or not shown; [ ] = remark or other dose.

smiles | Pf gamet viab | Rab2A wt mod | Mcl1-Bid inh | Mcl-1 Bim block | HRas wt GTP | Rab7 wt modul | Mcl1 Noxa PPI | RGS8-Gao reg | Rac1 wt GTP bind | Cdc42 wt | Rac1 mut GTP
Cc1c(Cl)cccc1NC(=S)N1CCN(c2ccccn2)CC1 | 1 | 101 | -20 | -2 | 99 | 104 | 4 | 107 | 99 | 103 | 96
COc1cccc(NC(=O)CCCOc2cc(=O)n(C)c3ccccc23)c1 | x | 93 | 16 | 1 | 94 | 92 | 13 | 96 | 92 | 95 | 95
Cc1ccc(-n2nnnc2SCC(=O)N(CC(C)C)c2c(N)n(CC(C)C)c(=O)[nH]c2=O)cc1 | x | 97 | -37 | -2 | 97 | 104 | 23 | 102 | 93 | 95 | 95
CN(C)S(=O)(=O)c1ccc(N2CCCC2)c(C(=O)Nc2ccccc2OC(F)F)c1 | x | 95 | 3 | -5 | 96 | 96 | 2 | 102 | 97 | 93 | 96
CN(CC(=O)N1CC=C(c2ccccc2)CC1)S(=O)(=O)c1cnc[nH]1 | x | 103 | -7 | 1 | 102 | 103 | 16 | 102 | 105 | 102 | 104
O=C(Nc1nc(-c2ccccc2)cs1)C1CCCN(S(=O)(=O)c2cccc([N+](=O)[O-])c2)C1 (stereo unspecified) | 14 | 103 | -15 | 0 | 103 | 103 | 12 | 94 | 103 | 102 | 98
COc1ccc(NS(=O)(=O)c2ccc(N)c(C(=O)O)c2)cc1 | x | 97 | 1 | 0 | 98 | 96 | 16 | 113 | 101 | 96 | 96
CCn1c(SCC(=O)N/N=C/C(C)=C\c2ccco2)nnc1-c1ccccc1 | -17 | 98 | -28 | 12 | 100 | 95 | 12 | 85 | 103 | 98 | 100
O=S(=O)(c1ccc2ccccc2c1)N(CC(O)COCc1ccco1)c1ccccc1 (stereo unspecified) | x | 88 | 1 | -2 | 91 | 91 | -2 | 103 | 90 | 89 | 90
C=CC#CC[N+]1(CC#Cc2ccccc2)CCOCC1 | -60 | 100 | -20 | -11 | 106 | 101 | 28 | 105 | 128*[activator] | 107 | 116
COc1ccc(OC)c(NS(=O)(=O)Cc2ccccc2)c1 | x | u | 7 | 10 | u | u | 44 | 92 | u | u | u
CCOc1ccc(NC(=O)CCCN2C(=S)NC(C)(C)CC2C)cc1 (stereo unspecified) | -13 | 99 | -84 | -6 | 99 | 100 | 6 | 99 | 103 | 103 | 102
Cc1cc(C)c2nc3c(c(C(=O)O)c2c1)CCC3 | 15 | 99 | -4 | -2 | 99 | 97 | 4 | 103 | 102 | 101 | 99
Cc1cccc2cc(CN(Cc3ccco3)C(=O)Nc3cccc(C#N)c3)c(Cl)nc12 | x | 100 | -20 | 3 | 98 | 96 | 2 | 111 | 98 | 98 | 96
CC(C)Oc1cccc(C(=O)NC(=S)Nc2cccnc2)c1 | 12 | 100 | -4 | -3 | 101 | 105 | 21 | 103 | 104 | 101 | 101
CN(Cc1cnn(-c2ccc(F)cc2)c1)Cc1nc(Cc2ccccc2)no1 | x | u | 7 | -1 | u | u | -5 | 102 | u | u | u
COc1ccc(N2C(=O)[C@@H]3Cc4ccccc4CN3C2=O)cc1 | 15 | 100 | -4 | -8 | 103 | 102 | 2 | 100 | 108 | 102 | 101
COc1cc2c(cc1NC(=S)Nc1cccc(C(F)(F)F)c1)oc1ccccc12 | -7 | 103 | -21 | -5 | 100 | 98 | 5 | 100 | 105 | 102 | 100
COc1ccccc1-c1cc(C(F)(F)F)nc(N2CCN(c3ccc(F)cc3)CC2)n1 | x | 103 | -8 | -1 | 104 | 98 | 11 | 100 | 104 | 103 | 100
CCC1(C)Cc2ccccc2-c2nc3n(c(=O)c21)CCS3 (stereo unspecified) | x | 94 | -40 | -3 | 98 | 100 | 7 | 103 | 101 | 101 | 99
COc1ccc(C2N=C(N)N=C(N)N2c2ccccc2)cc1OC (stereo unspecified) | x | 103 | -1 | 0 | 104 | 101 | 7 | 104 | 104 | 107 | 101
Oc1ccc(-c2nccc(-c3ccc(Cl)cc3Cl)n2)cc1 | -26 | 97 | -5 | -11 | 90 | 97 | 23 | 99 | 97 | 93 | 92
O=C1c2ccccc2C(=O)N1CCCON1C(=O)c2ccccc2C1=O | x | 99 | -5 | -6 | 101 | 100 | 9 | 100 | 101 | 100 | 99
N#CC1=C(N)OC2=C(C(=O)CCC2)C1c1ccc(OC(=O)N2CCOCC2)cc1 (stereo unspecified) | x | 95 | -11 | -2 | 95 | 93 | 12 | 93 | 97 | 101 | 96

One compound at a time (already shown). Values in the order: Pf gamet viab | Rab2A wt mod | Mcl1-Bid inh | Mcl-1 Bim block | HRas wt GTP | Rab7 wt modul | Mcl1 Noxa PPI | RGS8-Gao reg | Rac1 wt GTP bind | Cdc42 wt | Rac1 mut GTP
Listed for Oc1ccc(-c2nccc(-c3ccc(Cl)cc3Cl)n2)cc1 : -26 | 97 | -5 | -11 | 90 | 97 | 23 | 99 | 97 | 93 | 92
Listed for CN(Cc1cnn(-c2ccc(F)cc2)c1)Cc1nc(Cc2ccccc2)no1 : x | u | 7 | -1 | u | u | -5 | 102 | u | u | u

Next section.
smiles | Pf gamet viab | Rab2A wt mod | Mcl1-Bid inh | Mcl-1 Bim block | HRas wt GTP | Rab7 wt modul | Mcl1 Noxa PPI | RGS8-Gao reg | Rac1 wt GTP bind | Cdc42 wt | Rac1 mut GTP
CCc1ccc(OCC(=O)Nc2cc(S(=O)(=O)CC)ccc2O)cc1 | x | 96 | -30 | 0 | 97 | 96 | 16 | 97 | 98 | 95 | 96
CCOc1ccc(C(=O)Nn2cnnc2)cc1 | x | 95 | -9 | -3 | 98 | 96 | 1 | 101 | 101 | 98 | 97
O=C(NC(N1CCCCCC1)C(Cl)(Cl)Cl)c1ccccc1Cl (stereo unspecified) | x | 104 | -3 | -2 | 103 | 101 | 22 | 103 | 106 | 102 | 102
Cn1c(=O)c2c(nc(N3CCOCC3)n2CCc2ccccc2)n(C)c1=O | 1 | 95 | -22 | -6 | 95 | 92 | 15 | 94 | 97 | 93 | 95
O=C(/C=C/c1ccc(Br)o1)OCc1ccccc1 | 15 | 98 | 3 | 0 | 98 | 100 | 6 | x | 101 | 99 | 97
O=C(OCn1nnc2ccccc2c1=O)C1COc2ccccc2O1 (stereo unspecified) | x | 105 | -8 | -1 | 105 | 96 | 2 | 101 | 104 | 105 | 103
CCOC(=O)c1ccc(NC(=S)NC(=O)COc2ccccc2)cc1 | -25 | 96 | -21 | -4 | 99 | 103 | 6 | 101 | 100 | 97 | 99
Fc1c(F)c(F)c(N/N=C/c2c[nH]c3ccccc23)c(F)c1F | -10 | 98 | -49 | -2 | 96 | 93 | 37 | 100 | 101 | 98 | 97
CCN(CC)S(=O)(=O)c1ccc2c(c1)nc(CCC(=O)OCC(=O)Nc1c(F)cccc1F)n2C | -7 | 99 | -44 | 0 | 99 | 101 | 13 | 83 | 100 | 99 | 100
CCOC(=O)CNC(=S)N1CCn2c(nc3ccccc32)C1 | -39 | 98 | -13 | -1 | 97 | 97 | -2 | 100 | 107 | 97 | 93
O=C(Nc1ccc(Br)cc1)C1CCC(=O)N1Cc1ccccc1Cl (stereo unspecified) | -1 | 100 | -19 | -6 | 98 | 100 | -10 | 99 | 98 | 98 | 99
COc1ccc(-c2[nH]ncc2/C=C(/C#N)C(=O)NC2CCCCC2)cc1 | x | 98 | -21 | 2 | 98 | 93 | 4 | 103 | 104 | 98 | 98

Copied from the list:
CCc1ccc(OCC(=O)Nc2cc(S(=O)(=O)CC)ccc2O)cc1 in Mcl1-Bid inh is listed with -30
COc1ccc(-c2[nH]ncc2/C=C(/C#N)C(=O)NC2CCCCC2)cc1 in Rab7 wt modul is listed with 93
CCOC(=O)c1ccc(NC(=S)NC(=O)COc2ccccc2)cc1 in Pf gamet viab is listed with -25
CCOc1ccc(C(=O)Nn2cnnc2)cc1 in Mcl-1 Bim block is listed with -3
Fc1c(F)c(F)c(N/N=C/c2c[nH]c3ccccc23)c(F)c1F in Rab7 wt modul is listed with 93

Next entries
Values run as follows: Pf gamet viab, Rab2A wt mod, Mcl1-Bid inh, Mcl-1 Bim block, HRas wt GTP, Rab7 wt modul, Mcl1 Noxa PPI, RGS8-Gao reg, Rac1 wt GTP bind, Cdc42 wt, Rac1 mut GTP
CC(=O)N1Cc2ccccc2C(C)CC12CCCCC2 (stereo unspecified)
→ 8, 101, -7, -2, 102, 101, 3, 98, 104, 101, 103
Cc1c(Cl)cccc1N/C(=N/S(=O)(=O)c1cccs1)c1ccccc1
→ -6, 95, 6, 22, 96, 100, -1, 106, 95, 94, 92
CC(=O)Nc1ccc(N2C(=O)CC(N3CC(C)OC(C)C3)C2=O)cc1 (stereo unspecified)
→ x, 105, -19, 1, 106, 108, 10, 88, 111, 110, 105
CCC(C)[C@H]1CNC(=S)N1CCc1cc(C(F)(F)F)cc(C(F)(F)F)c1 (stereo partly specified)
→ x, 96, -15, 5, 97, 96, -1, 95, 97, 96, 96
Cc1csc(NC(=O)CSc2nnc(-c3ccco3)n2C)n1
→ 3, 92, 0, -4, 93, 91, 5, 98, 92, 96, 94
O=C(NCc1ccc2c(c1)OCO2)c1ccc(CSCc2ccccc2Cl)o1
→ x, 90, -9, 13, 92, 91, -1, 75, 93, 89, 88
CN(Cc1ccco1)C(=O)C(Cc1ccccc1)NS(=O)(=O)c1ccc2c(c1)CCC(=O)N2 (stereo unspecified)
→ x, 103, -7, 0, 104, 103, 13, 100, 109, 105, 102
Cc1cccc(OCc2nnc(SCC(=O)N3CCc4ccccc43)n2C)c1
→ x, 99, -15, 0, 100, 99, 1, 100, 101, 98, 97
O=c1c2cn[nH]c2[nH]c(=S)n1-c1ccccc1
→ x, u, -22, -5, u, u, 33, 100, u, u, u
